Screens deposited in PubChem by National Center for Advancing Translational Sciences (NCATS).
TrxR1 substrate: qHTS Assay for Substrates of Mammalian Selenoprotein Thioredoxin Reductase 1 (TrxR1): qHTS; purified TrxR1 substrate turnover, NADPH consumption readout; Potency, µM (titrated, usually from 114 µM), for inactives: at the top dose activity change, negative = substrate turnover; 390,000 tested, 0.01% active; AID 588456, 2011; further: potency means the concentration at half of the fitted maximal effect; on the % scale 0 is the no-effect control and ±100 the full control effect; nearly all actives have a fitted effect of over 50% in size
Target sequence (O89049 whole entry, looked up): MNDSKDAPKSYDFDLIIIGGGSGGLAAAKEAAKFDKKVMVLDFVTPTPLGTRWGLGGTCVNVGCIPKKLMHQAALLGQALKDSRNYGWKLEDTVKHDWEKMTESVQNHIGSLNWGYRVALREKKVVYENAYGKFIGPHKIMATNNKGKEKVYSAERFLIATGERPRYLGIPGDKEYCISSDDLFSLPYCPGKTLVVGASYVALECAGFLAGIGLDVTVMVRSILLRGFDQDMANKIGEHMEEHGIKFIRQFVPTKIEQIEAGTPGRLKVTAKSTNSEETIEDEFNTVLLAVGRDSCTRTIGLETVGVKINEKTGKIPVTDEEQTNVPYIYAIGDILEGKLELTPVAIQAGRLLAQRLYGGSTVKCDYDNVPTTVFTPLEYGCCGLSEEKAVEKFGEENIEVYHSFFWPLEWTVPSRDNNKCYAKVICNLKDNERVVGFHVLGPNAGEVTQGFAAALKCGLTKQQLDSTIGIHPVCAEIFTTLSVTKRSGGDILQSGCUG
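Rat TrxR1, dispensed at 90 nM, was prereduced with 400 uM NADPH (final) for 5 min at ~22 deg C, then incubated with compound 15 min before 400 uM selenite. A first-read NADPH fluorescence drop versus no-compound background flagged substrates.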
HP1b chromo inh: HTS for Inhibitors of HP1-beta Chromodomain Interactions with Methylated Histone Tails; Chromobox protein homolog 1 (Homo sapiens), P83916; 390,000 tested, 0.56% active; Potency, µM (top dose mostly 114 µM), for inactives: at the top dose activity change, negative = inhibition, actives largely listed as inhibitors; AlphaScreen HP1-beta / biotin-H3K9me3 peptide binding; further: potency means the concentration at half of the fitted maximal effect; nearly all actives have a fitted effect of over 70% in size; inactives centre near 23
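AlphaScreen: HP1-beta (50 nM) preformed 30 min with biotin-H3(1-18)K9me3 peptide (50 nM) in PBS pH 7.4, 0.01% Tween-20. Compound added for 30 min at RT, then streptavidin donor/nickel chelate acceptor beads (10 ug/mL) for 30 min.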
Tb PGK inh: qHTS Assay to Find Inhibitors of Phosphoglycerate Kinase. Phosphoglycerate kinase, glycosomal (Trypanosoma brucei brucei), P07378. Potency, µM (doses to about 57.5 µM), without a hit: top-dose activity change, negative = inhibition, actives largely listed as inhibitors. 380,000 tested, 0.043% active. PGK/GAPDH coupled, Kinase-Glo luminescence, 60 min; further: potency means the concentration at half of the fitted maximal effect; on the % scale 0 is the no-effect control and ±100 the full control effect; nearly all actives have a fitted effect of over 60% in size
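Luminescent ATP detection (Kinase-Glo Plus) follows a 60-minute room-temperature incubation, with wells lacking PGK as controls. Buffer: 100 mM TEA (pH 7.6), 5 mM MgCl2, 0.01% Tween-20. Coupling enzyme GAPDH (100 nM final) supplies unstable 1,3-BPG in-well.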
PI4K2A inh: qHTS for small molecular inhibitors of PI4K2A | activity change, negative = inhibition, % at 76.9 µM | 420,000 tested, 0.13% active | purified PI4K2A, ADP-Glo luminescence, 1 h; stronger effect = lower value | Phosphatidylinositol 4-kinase type 2-alpha (Homo sapiens), Q9BTU6; in the data active means activity change below about -50%; inconclusive means mostly about -30% to -49%;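 further: -100% = wells without enzyme as full effect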
Target sequence (Q9BTU6 whole entry, looked up): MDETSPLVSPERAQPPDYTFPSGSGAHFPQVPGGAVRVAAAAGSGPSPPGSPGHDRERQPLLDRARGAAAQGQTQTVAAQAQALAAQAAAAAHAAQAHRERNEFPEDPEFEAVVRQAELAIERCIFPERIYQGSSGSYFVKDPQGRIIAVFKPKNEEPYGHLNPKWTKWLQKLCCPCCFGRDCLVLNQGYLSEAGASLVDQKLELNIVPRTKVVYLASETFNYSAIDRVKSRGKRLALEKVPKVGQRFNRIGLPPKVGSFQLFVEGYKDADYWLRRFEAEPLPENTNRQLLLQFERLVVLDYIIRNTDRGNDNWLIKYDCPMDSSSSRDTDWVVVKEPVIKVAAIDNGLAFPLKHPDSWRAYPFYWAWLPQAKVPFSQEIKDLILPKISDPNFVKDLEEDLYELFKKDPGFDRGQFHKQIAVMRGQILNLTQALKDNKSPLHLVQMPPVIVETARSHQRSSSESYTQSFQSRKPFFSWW
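ADP-Glo luminescence measured ADP generated by PI4K2A enzyme (4 ug/mL before mixing) with 1.2 mM PI substrate (pre-mix) and 300 microM ATP (pre-mix). Tris pH7.5 buffer with MgCl2, Triton X-100; 1 h reaction at ambient temperature.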
GLS inh: qHTS for Inhibitors of Glutaminase (GLS); 410,000 tested, 0.21% active; GLS enzymatic activity, qHTS titration; Potency, µM (titrated, usually from 45.5 µM), for the others: at the top dose activity change, negative = inhibition, usual class: inhibitors; AID 624170, 2012; further: potency means the concentration at half of the fitted maximal effect; on the % scale 0 is the no-effect control and ±100 the full control effect
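Enzyme dispensed in phosphate buffer (45 mM, pH 8.2, 0.02% Tween-20), compounds pinned in, then 1 mM L-glutamine solution and the glutamate oxidase–HRP–Amplex Red mix added; fluorescence read immediately and again after 30 min at room temperature.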
rTrxR1 inhibitor: qHTS Assay for Inhibitors of Mammalian Selenoprotein Thioredoxin Reductase 1 (TrxR1): qHTS; Thioredoxin reductase 1, cytoplasmic (Rattus norvegicus), O89049; recombinant rTrxR1, NADPH fluorescence consumption, selenite substrate; Potency, µM (titrated, usually from 114 µM), for inactives: top-dose activity change, negative = inhibition, hits mostly inhibitors; 390,000 tested, 1% active; further: potency means the concentration at half of the fitted maximal effect; on the % scale 0 is the no-effect control and ±100 the full control effect; nearly all actives have a fitted effect of over 65% in size
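Rat TrxR1 (90 nM in the dispensed reagent) was pre-reduced with 400 uM NADPH for 5 min at room temperature, then incubated with compound for 15 min. After 400 uM selenite was added, NADPH fluorescence (Ex 340/Em 450 nm) was followed for 8 min.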
Pin1 inh: qHTS Assay to Find Inhibitors of Pin1. Peptidyl-prolyl cis-trans isomerase NIMA-interacting 1 (Homo sapiens), Q13526. Pin1 FP peptide displacement, HiFluor488, 10 min. Potency, µM (top dose mostly 115 µM), inactives show at the top dose activity, negative = inhibition, hits mostly inhibitors. 390,000 tested, 0.009% active; active means well fitted inhibition curve with a large enough effect in the polarisation, with a control signal flat, not every such curve was filed as active; inconclusive means small, poorly fitted or top-dose-only effect, or effect the other way, or a change in a side signal; inactive means no such curve, though single readings can be large or run the other way; the % refers to the polarisation; further: potency means the concentration at half of the fitted maximal effect; on the % scale 0 is the no-effect control and ±100 the full control effect
USP1-UAF1 inh: Inhibitors of USP1/UAF1: Primary Screen; Ubiquitin carboxyl-terminal hydrolase 1 (Homo sapiens), O94782; recombinant USP1/UAF1, Ub-Rhodamine cleavage fluorescence; Potency, µM (doses to about 57.1 µM), for inactives: at the highest dose activity change, negative = inhibition, usual class: inhibitors; 390,000 tested, 0.23% active; further: potency means the concentration at half of the fitted maximal effect; on the % scale 0 is the no-effect control and ±100 the full control effect; nearly all actives have a fitted effect of over 60% in size; inactives centre near -12
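1 nM enzyme complex + cpd, 15 min RT; start with Ub-Rho 150nM final; kinetic fluorescence ex 480/em 540, 6 reads q60 s. Buffer 50mM HEPES pH 7.8, 0.5mM EDTA, 0.1 mg/ml BSA, 1mM TCEP, 0.01% Tween-20.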
IDH1 R132H inh: qHTS for Inhibitors of mutant isocitrate dehydrogenase 1 (IDH1): qHTS. Isocitrate dehydrogenase [NADP] cytoplasmic (Homo sapiens), O75874. IDH1-R132H enzyme, NADPH consumption, diaphorase/resazurin fluorescence. Potency, µM (series often up to 76.6 µM), without a hit: at the top dose activity change, negative = inhibition, actives largely listed as inhibitors. 390,000 tested, 0.093% active; further: potency means the concentration at half of the fitted maximal effect; on the % scale 0 is the no-effect control and ±100 the full control effect; nearly all actives have a fitted effect of over 65% in size
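IDH1-R132H (0.5 ug/mL dispensed) in pH 7.5 Tris buffer was preincubated 30 min with compound, then given a substrate mix of 0.016 mM NADPH and 2 mM alpha-KG for 80 min at room temperature; remaining NADPH was read by diaphorase/resazurin fluorescence.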
An asterisk follows results filed as active; i = inactive; u = inconclusive; x = not tested or not shown; [ ] = another dose, or the depositor's remark. Unless noted, the call rests on the fitted dose curve; in most records, active means well fitted curve in the direction sought with a large enough effect; inconclusive means small, poorly fitted or top-dose-only effect, or another doubt; inactive means no such curve, though single readings can be large; an effect the other way counts as inactive or inconclusive. Not all compounds are listed; the hit share may differ from the screen's.

Second line of a record – TrxR1 substrate, HP1b chromo inh, Tb PGK inh, PI4K2A inh, GLS inh, rTrxR1 inhibitor, Pin1 inh, USP1-UAF1 inh, IDH1 R132H inh
COc1ccc(/C=N/N2C(=O)c3ccccc3C2=O)cc1
  -3%, 28%, 0%, -2, -2%, -10%, -3%, -15%, 6%
COCCN1C(=O)c2ccc(C(=O)Nc3cccnc3)cc2C1=O
  6%, 18%, 1%, -3, 5%, 13%, -2%, -20%, -1%
O=C(Nc1ccncc1)Nc1ccccc1Cl
  -6%, 26%, -9%, -7, -17%, 2%, 1%, -10%, -1%
Cc1nc2ccccc2c2oc(C(=O)NCCCN3CC(C)CC(C)C3)cc12 (centres undefined)
  4%, 21%, 6%, 4, 2%, 3%, -4%, -13%, -4%
COc1ccc(-c2csc(NC(=O)CSC(C)C(=O)Nc3cc(C)on3)n2)cc1OC (centres undefined)
  1%, 18%, -3%, 6, 0%, 6%, 3%, -6%, -23%
COc1ccc(NC(=O)Cn2nnc(-c3ccccc3NC(=O)c3cccs3)n2)cc1
  13%, 25%, -5%, -9, 4%, -5%, 0%, -23%, -5%
O=C(Cn1c(NCCCO)nc2ccccc21)c1cccc(Br)c1
  0%, 28%, i, 2, 42%[activator], 1%, 1%, -11%, 3%
Cc1nc(SCC(=O)c2ccccc2)[nH]c(=O)c1Oc1ccc(Cl)cc1
  0%, 30%, i, -5, 1%, 17%, -2%, -10%, 13%
COc1ccc(N2CC(O)(c3ccc(C)cc3)[N+]3=C2CCCC3)cc1 (centres undefined)
  9%[57.1 µM], 21%, -7%, -4, -15%, 28%[57.1 µM], -1%, -2%, 1%
COc1ccc2c(c1)[nH]c1c(=O)n(Cc3ccncc3)cnc12
  0%, 56%[activator], -18%, 4, -11%, 28%, -14%, 0%, -12%
CCOC(=O)c1c(C)oc2c1c(CN1CCN(C(=O)OCC)CC1)c(O)c1ccccc12
  4%, -27%, -4%, 7, 4%, 1.6µM*, u, -13%, 8%
CCOc1cc(/C=N/NC(=O)C(=O)NCCCOC(C)C)cc(Br)c1O
  -14%, 35%, 7%, -2, 30%[activator], -10%, 34%[activator], -20%, 0%
CCCCCOc1ccc(C(=O)CCC(=O)NNC(=O)c2ccncc2)cc1
  -1%, 41%[activator], 8%, -1, 14%, -3%, 3%, -20%, 2%
Cn1c(CCc2ccccc2)nnc1SCC(=O)N1CCOCC1
  1%, 25%, i, -1, -4%, 20%, -11%, -12%, 3%
O=C(C[C@@H]1C/C=C\CCC(=O)OC[C@@H]2CCCN2C1=O)NCCO
  4%, 19%, 4%, -8, -4%, 17%, 4%, -6%, -12%

(further entries)
Molecule	TrxR1 substrate	HP1b chromo inh	Tb PGK inh	PI4K2A inh	GLS inh	rTrxR1 inhibitor	Pin1 inh	USP1-UAF1 inh	IDH1 R132H inh
CCOCCCNC(=O)C(NC(=O)c1ccccn1)c1ccc(C)cc1 (centres undefined)	4%	9%	-14%	1	-23%	1%	-9%	-15%	5%
O=C(COc1ccc(S(=O)(=O)N2CCOCC2)cc1)N1CCN(c2ccccc2)CC1	-9%	1%	0%	3	18%	-4%	1%	-18%	10%
COc1ccc(N2CC(O)(c3ccc(OC(F)F)cc3)[N+]3=C2CCCC3)cc1 (centres undefined)	4%[57.1 µM]	20%	7%	4	2%	5%[57.1 µM]	-2%	-13%	0%
CCc1nn(CC(=O)NC(C)CCc2ccccc2)c(=O)c2cc3occc3n12 (centres undefined)	-9%	-2%	-6%	9	6%	-21%	20%	-26%	0%
CC(=O)c1c(N2CCN(c3ccc(F)cc3)CC2)nc(=S)n(-c2ccccc2)c1C	-7%	12%	i	0	19%	u	0%	-24%	0%
CN(C)S(=O)(=O)c1ccc(C(=O)NCc2ccco2)cc1	-2%[57.1 µM]	20%	-9%	-2	-11%	3%[57.1 µM]	1%	-16%	7%
CN1C(=O)Nc2cccc3cccc1c23	1%	17%	-9%	5	-2%	19%	0%	-16%	3%
CC(C)(C)NC(=O)c1ccc2c(c1)C(=O)N(C1CCCCC1)C2=O	0%	26%	7%	-1	-7%	14%	-2%	-13%	0%
CC(=O)Nc1ccc(NC(=O)C(C)OC(=O)C2CCC2)cc1 (centres undefined)	-1%	28%	1%	1	3%	7%	-2%	1%	14%
COc1cc(/C=N/N2CCN(Cc3ccc(Cl)cc3)CC2)ccc1OC(C)=O	-9%	u	-9%	-4	0%	9%	-7%	-22%	-5%
O=C(NCc1ccccc1CN1CCOCC1)c1ccc(-n2cccn2)cc1	3%	15%	6%	1	3%	11%	-2%	-3%	-8%
CCOC(=O)C1CCN(C(=O)C2CCN(c3nc4ccc(OC)cc4s3)CC2)CC1	-10%	10%	-9%	5	-5%	-1%	u	2%	0%
CC(=O)N1c2ccc(S(=O)(=O)NCCC(=O)Nc3ccc(F)cc3C)cc2CC1C (centres undefined)	-8%	33%	-2%	-3	2%	-13%	4%	-21%	8%
CN(c1cccc(NC(=O)c2ccc(N(C)S(=O)(=O)c3ccccc3)cc2)c1)S(C)(=O)=O	-1%	u	-9%	-4	u	14%	2%	-20%	10%
NC(=S)c1ccc(C(N)=S)o1	-7%	-12%	x	0	-7%	-11%	-2%	4%	7%
COC(=O)c1ccccc1-c1ccc(C(c2c(C)[nH][nH]c2=O)c2c(C)[nH][nH]c2=O)o1	-25%[57.1 µM]	1%	-4%	u	13%	-33%[57.1 µM]	u	u	11%
Cc1ccc(S(=O)(=O)Nc2ccc(N=Nc3ccc(O)cc3)cc2)cc1	1%[57.1 µM]	u	-1%	4	-1%	22%[57.1 µM]	-8%	-5%	-24%
CCc1nnc2c3ccccc3nc(Nc3cc(C)cc(C)c3)n12	-1%	29%	-5%	2	-12%	23%	0%	1%	0%
O=C(Nc1cccc(Cl)c1)C1CC1c1ccccc1 (centres undefined)	10%[57.1 µM]	45%[activator]	4%	3	0%	15%[11.4 µM]	-1%	-7%	4%
N#CCCN(C(=O)COC(=O)c1ccc2c(=O)n3c(nc2c1)CCC3)c1ccccc1	-4%	-8%	-4%	0	-14%	16%[57.1 µM]	3%	-7%	5%
COCCN(C(=O)c1csnn1)C(C(=O)NC1CCCCC1)c1cccs1 (centres undefined)	5%[57.1 µM]	21%	-8%	1	1%	14%[57.1 µM]	0%	-14%	-1%
COc1ccc(CCNC(=O)c2cc3c(=O)n4cccc(C)c4nc3n(CCCN3CCOCC3)c2=N)cc1	21%	42%[activator]	-4%	-4	5%	8%	18%	-20%	0%
COc1ccc2c(C)c(CC(=O)N3CCN(C(=O)C4COc5ccccc5O4)CC3)c(=O)oc2c1 (centres undefined)	-6%	-6%	-1%	2	15%	26%	0%	1%	1%
Cc1ccc(OCCC(=O)OCC(=O)c2c(N)n(C)c(=O)n(C)c2=O)cc1	-4%	11%	i	-6	-1%	0%	5%	-7%	2%
CC(=C\C(=O)O)/C(=C/c1ccccc1)C(=O)O	4%[57.1 µM]	49%[activator]	i	4	-9%	-1%[57.1 µM]	1%	-11%	-1%
Cc1ccc2cc(CCNC(=O)c3ccc(S(=O)(=O)N4CCOCC4)cc3)c(=O)[nH]c2c1	-5%	40%[activator]	-6%	3	-1%	-9%	5%	-14%	7%

An excerpt from above in order of molecular weight, highest first:
Molecule	TrxR1 substrate	HP1b chromo inh	Tb PGK inh	PI4K2A inh	GLS inh	rTrxR1 inhibitor	Pin1 inh	USP1-UAF1 inh	IDH1 R132H inh
N#CCCN(C(=O)COC(=O)c1ccc2c(=O)n3c(nc2c1)CCC3)c1ccccc1	-4%	-8%	-4%	0	-14%	16%[57.1 µM]	3%	-7%	5%
Cc1ccc(S(=O)(=O)Nc2ccc(N=Nc3ccc(O)cc3)cc2)cc1	1%[57.1 µM]	u	-1%	4	-1%	22%[57.1 µM]	-8%	-5%	-24%
CC(=C\C(=O)O)/C(=C/c1ccccc1)C(=O)O	4%[57.1 µM]	49%[activator]	i	4	-9%	-1%[57.1 µM]	1%	-11%	-1%
